LYP phosphatase = inhibitors of LYP phosphatase, biochemical, fluorescence intensity, uHTS (AID 1779); Tyrosine-protein phosphatase non-receptor type 22 (Homo sapiens); recombinant LYP phosphatase, fluorescence intensity; higher % means a stronger effect; inhibition, % at 11.5 µM; hits with a dose series show IC50 in µM; 0.054% of 290,000 active; in the data active means inhibition above about 50%;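 further: plate controls were vehicle with enzyme for no effect and no enzyme for full effect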
GPR55 antagonists = GPR55 antagonists blocking LPI-driven arrestin recruitment, primary screen, imaging, U2OS, beta-arrestin-GFP, LPI agonist (AID 2013) | U2OS GPR55 beta-arrestin-GFP translocation imaging, LPI antagonism; higher % means a stronger effect | 0.13% of 290,000 active | one-dose inhibition, % at 10 µM; IC50 in µM for titrated hits | G-protein coupled receptor 55 (Homo sapiens);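 active means spots per cell inhibited over 60%, with over 100 cells counted and total cytoplasm intensity under 500,000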;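 further: U2OS cells stably carrying GPR55 and arrestin-GFP stimulated by 5 µM LPI near EC80; imaged beta-arrestin-GFP aggregate spots per cell after agonist stimulation; plate controls were LPI-stimulated DMSO wells for no effect and DMSO wells without LPI for full effect; some results filed as inactive read as strong as hits; confirmed hits need IC50 under 10 µM and bright autofluorescent wells are also inconclusive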
T cell HTS = modulators of CD8 T cell-vesicle binding, primary screen, mouse 2C CD8+ T cells, flow cytometry; 2C CD8+ T cell-vesicle binding; stronger effect = lower value; 0.068% of 330,000 active; calls only at 7 µM; AID 2052, 2009;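 active means response, share of CD8 T cells binding vesicles, and their 90th percentile fluorescence all below set limits, cut at about 80% in these data, passing the limit was not always enough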
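Benchmarks: naked versus QL9-loaded vesicles / Assay system: purified 2C TCR transgenic mouse naive CD8+ T cells / Technique: high-throughput flow cytometry with anti-B7-1 and anti-CD8 staining / Timing: Cell–vesicle co-incubation 1.5 h at 37 °C, staining 20 min on ice / Read-out: percent CD8+ FL2 mean versus row control / Probe or stimulus: QL9-loaded Drosophila micro-vesicles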
SV40 large T antigen = SV40 large T antigen inhibitors, biochemical (AID 1903) | SV40 large T antigen ATPase/helicase inhibition assay; higher % means a stronger effect | inhibition, % at 20 µM; hits with a dose series show IC50 in µM | 0.39% of 310,000 active; in the data active means a potency from the dose series; further: strong numbers were not always called active
GPR35 antagonists = GPR35 antagonists blocking zaprinast-driven arrestin recruitment, primary screen, imaging, U2OS, beta-arrestin-GFP, zaprinast agonist (AID 2058). 0.052% of 290,000 active. one-dose inhibition, % at 10 µM; IC50 in µM for titrated hits. U2OS GPR35 beta-arrestin-GFP translocation imaging, zaprinast antagonism; higher % means a stronger effect;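 active means inhibition of at least 50% with at least 30 cells and total cytoplasm GFP at most 10,000,000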
GPR55 activation = GPR55 agonists via beta-arrestin recruitment, primary screen, imaging, U2OS cells, beta-arrestin-GFP redistribution (AID 1961); one-dose activation, % at 10 µM; EC50 in µM for titrated hits; U2OS GPR55 beta-arrestin-GFP redistribution imaging; higher % means a stronger effect; 0.048% of 290,000 active; G-protein coupled receptor 55 (Homo sapiens);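 active means activation above 40% with more than 50 cells counted in the well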;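 further: U2OS osteosarcoma cells stably expressing GPR55 and beta-arrestin-GFP; plate controls were DMSO negative control for no effect and LPI positive control for full effect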
NTR1 ag = agonists of NTR1, primary screen, imaging, U2OS cells, beta-arrestin-GFP, high content (AID 493036). Neurotensin receptor type 1 (Homo sapiens), P30989. NTR1-U2OS beta-arrestin-GFP spot imaging, agonist mode. activation, % at 20 µM. 0.17% of 330,000 active;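 active means activation at or above 40% of the spot to cytoplasm intensity ratio, with at least 20 cells analyzed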;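 further: 0% = DMSO without peptide and 100% = 100 nM NTR1 peptide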
Target sequence (P30989 whole entry, looked up): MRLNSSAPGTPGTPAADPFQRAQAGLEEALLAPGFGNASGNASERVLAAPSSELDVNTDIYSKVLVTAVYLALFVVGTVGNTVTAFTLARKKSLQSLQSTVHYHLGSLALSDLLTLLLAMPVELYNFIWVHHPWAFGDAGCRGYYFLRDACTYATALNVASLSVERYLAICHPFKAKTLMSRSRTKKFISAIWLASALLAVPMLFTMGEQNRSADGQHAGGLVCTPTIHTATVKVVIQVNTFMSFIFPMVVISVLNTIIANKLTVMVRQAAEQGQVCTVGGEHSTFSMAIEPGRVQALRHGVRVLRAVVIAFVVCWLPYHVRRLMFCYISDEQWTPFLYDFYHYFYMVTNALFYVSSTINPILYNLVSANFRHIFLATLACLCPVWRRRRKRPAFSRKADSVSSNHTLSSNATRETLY
MgcRacGAP inhibition = MgcRacGAP GTPase-activating activity inhibitors, confirmation, biochemical, ADP Hunter fluorescence. Rac GTPase-activating protein 1 (Homo sapiens). MgcRacGAP-stimulated Rac1 GTP hydrolysis, ADP Hunter fluorescence; higher % means a stronger effect; GST-tagged Rac1 F28L mutant substrate. one-dose inhibition, % at 30 µM; IC50 in µM for titrated hits. 0.6% of 340,000 active;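 active means first-screen hits whose inhibition reached a set limit at any dose in the follow-up dose series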;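 further: fluorescence reports GDP produced by GAP-driven GTP hydrolysis; strong numbers were not always called active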
Lipid droplet = inhibitors of hepatocyte lipid droplet formation, primary screen, imaging, high-throughput imaging, BODIPY stain | AML12 mouse hepatocytes, oleate lipid droplets | inhibition, % at 6.5 µM | 0.4% of 240,000 active | AID 1656, 2009;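 active means lipid droplet intensity inhibited by at least 50%, with more than 500 cells counted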
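Test system: AML12 hepatocytes (mouse); reagent: oleate loading, 100 µM; dosing: one dose, 6.5 µM compound; incubation: overnight exposure; signal: fluorescence imaging, 20x objective, two fields per well; read-out basis: % inhibition of corrected integrated BODIPY droplet signal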
Lipid droplet cells 6.5 µM = second read-out of Lipid droplet, no call of its own (marks repeat the call); cell count; measured here: cell count, cytotoxicity flag;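 cells counted across two imaged fields per well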
T cell HTS vesicle-bound % = recorded beside T cell HTS, whose call it bears; double positive events, %; measured here: CD8+ vesicle-bound cell fraction;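 binding gate set so that unloaded-vesicle control wells show 10% double positive cells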
NTR1 ag cell count 20 µM = further read-out of NTR1 ag, marked with its call; cell count; measured here: cell count, cytotoxicity flag
The depositor's hits bear a star; i = inactive; . = no result given. Compounds were not picked by outcome. Share with any hit: about 1.8%.

SMILES | LYP phosphatase | GPR55 antagonists | T cell HTS | T cell HTS vesicle-bound % | SV40 large T antigen | GPR35 antagonists | GPR55 activation | NTR1 ag | NTR1 ag cell count 20 µM | MgcRacGAP inhibition | Lipid droplet | Lipid droplet cells 6.5 µM
COc1cc(C2NC(=O)NC(c3ccccc3)=C2C(C)=O)ccc1OCC#N (centres undefined) | 3% | 8% | i | 45 | 4% | 7% | -0.2% | 1.7 | 53 | 10% | -8 | 621
O=C(/C=C/Nc1cccc(C(F)(F)F)c1)c1ccc(Oc2ncccn2)cc1 | -8% | -8% | i | 46 | 8% | 7% | -0.3% | 3.3 | 48 | 7% | . | .
S=C1NC[C@H](c2ccccc2)N1CCCCC1CCCCC1 | -3% | 0% | i | 31 | -3% | 18% | 0.7% | 11 | 90 | 7% | 1 | 692
CCN(CC(=O)Nc1ccccc1OC)C(=O)c1cc(-c2ccccc2)nn1-c1ccccc1 | . | . | i | 54 | 11% | . | . | 3.7 | 70 | 6% | . | .
COC(=O)C1=C(N)OC2=C(C(=O)CC(C)(C)C2)C1c1ccccc1OC (centres undefined) | -3% | 2% | i | 30 | 11% | -12% | 0.1% | -1.8 | 43 | 2% | 21 | 729
COc1ccc(CNc2oc(-c3cccc4ccccc34)nc2C#N)cc1 | -25% | 11% | i | 33 | -1% | -28% | -0.4% | 15 | 80 | 11% | -10 | 761
CCOC(=O)C1CCN(C(=O)CCCOc2ccccc2)CC1 | -8% | 55% | i | 28 | 4% | 2% | -0.1% | 1.1 | 52 | -4% | -21 | 774
Clc1ccccc1CSc1ncccn1 | -9% | 11% | i | 9 | 4% | 0% | -0.1% | 0.1 | 49 | -3% | -5 | 795
COc1ccc(NC(=O)CN(C)C(=O)Cc2coc3cc(C)c(C)cc23)cc1 | . | . | i | 52 | 6% | . | . | 0.2 | 53 | 8% | . | .
O=C(CNC(=O)c1cccs1)Nc1ccc2c(c1)OCCO2 | . | . | i | 28 | -4% | . | . | -0.9 | 71 | 3% | . | .
COc1ccc(NC(=O)C(=O)NCCCO)cc1Cl | -8% | 4% | i | 59 | -1% | 11% | 1.2% | 0.6 | 67 | 5% | 10 | 644
CCS(=O)(=O)Nc1ccc(C2=NN(C(=O)c3ccco3)C(c3ccc(C)cc3)C2)cc1 (centres undefined) | 0% | -2% | i | 39 | -1% | 12% | 0.2% | 7.9 | 52 | 3% | . | .
CC(=O)Nc1ccc(S(=O)(=O)NC2CCS(=O)(=O)C2)cc1Cl (centres undefined) | -10% | -4% | i | 30 | 21% | 8% | -0.2% | 1.0 | 54 | -3% | 19 | 708
Cc1cc(C(=O)N2CCC(C(=O)O)CC2)c(C(F)(F)F)o1 | -4% | 3% | i | 42 | 11% | -9% | 1.0% | 0.1 | 49 | 6% | 14 | 719
O=C(NCCS(=O)(=O)N1CCN(c2ccccc2)CC1)c1ccco1 | . | . | i | 10 | 21% | . | . | -0.9 | 52 | 1% | . | .

Full records from above. Screens in order: LYP phosphatase | GPR55 antagonists | T cell HTS | T cell HTS vesicle-bound % | SV40 large T antigen | GPR35 antagonists | GPR55 activation | NTR1 ag | NTR1 ag cell count 20 µM | MgcRacGAP inhibition | Lipid droplet | Lipid droplet cells 6.5 µM
CC(=O)Nc1ccc(S(=O)(=O)NC2CCS(=O)(=O)C2)cc1Cl (centres undefined) reads -10% | -4% | i | 30 | 21% | 8% | -0.2% | 1.0 | 54 | -3% | 19 | 708
O=C(CNC(=O)c1cccs1)Nc1ccc2c(c1)OCCO2 reads . | . | i | 28 | -4% | . | . | -0.9 | 71 | 3% | . | .
COc1ccc(NC(=O)CN(C)C(=O)Cc2coc3cc(C)c(C)cc23)cc1 reads . | . | i | 52 | 6% | . | . | 0.2 | 53 | 8% | . | .

(continued)
SMILES | LYP phosphatase | GPR55 antagonists | T cell HTS | T cell HTS vesicle-bound % | SV40 large T antigen | GPR35 antagonists | GPR55 activation | NTR1 ag | NTR1 ag cell count 20 µM | MgcRacGAP inhibition | Lipid droplet | Lipid droplet cells 6.5 µM
O=C(NCCc1nc2ccccc2[nH]1)/C(=C/c1ccco1)NC(=O)c1ccco1 | -7% | 10% | i | 44 | 20% | 13% | 0.5% | -0.1 | 40 | 4% | 8 | 658
CCCN1C(=O)c2ccccc2NC1c1ccc(Cl)c(Cl)c1 (centres undefined) | 0% | 19% | i | 58 | 5% | 6% | -0.1% | 1.0 | 40 | 4% | -3 | 815
Cc1ccc(OCC(=O)NCCCNC(=O)c2cccnc2)cc1C | -6% | 3% | i | 18 | 21% | 3% | -0.2% | 0.2 | 61 | 9% | -28 | 707
CCOc1ccc(Nc2nc3c(c(=O)[nH]2)CCCC3)cc1 | -1% | 4% | i | 60 | 19% | 10% | 0.0% | 0.3 | 83 | 3% | -8 | 768
CC(C)c1ccc(/C=c2\sc3nc(-c4ccncc4)nn3c2=O)cc1 | 8% | -8% | i | 34 | 8% | 7% | -0.2% | 2.2 | 51 | 14% | . | .
Cc1ccc(/C=N/Nc2cc(C)nc(NCc3ccccc3)n2)cc1 | 5% | 7% | i | 52 | 5% | 14% | -0.1% | 25 | 46 | 5% | -20 | 730
CC(=O)N1CCN(c2ccc(NC(=O)c3cccc(Cl)c3Cl)cc2)CC1 | -2% | 11% | i | 32 | 7% | 4% | 0.3% | 2.0 | 47 | 5% | 6 | 814
COP(C)(=O)c1c(C)nn(-c2ccccc2)c1C (centres undefined) | -10% | 0% | i | 15 | 2% | -12% | -0.1% | -0.4 | 35 | 10% | -8 | 764
Cc1ccc(NC(=O)NC2CCN(S(=O)(=O)c3ccc(F)cc3)CC2)cc1 | -3% | 9% | i | 44 | 10% | 18% | -0.3% | 2.4 | 44 | 7% | 19 | 775
C=C(Br)Cn1c(CCCC)nc2ccccc21 | -1% | 16% | i | 20 | 24% | -1% | -0.2% | -0.7 | 46 | 9% | -23 | 681
CCc1ccc(NC(=O)C2CC(=O)N(C(C)C)C2)cc1 (centres undefined) | 2% | 9% | i | 44 | 13% | -12% | 0.6% | -0.8 | 96 | 3% | -24 | 694
CCN(CC)c1ccc(NC(=O)CN2CCN(CC(=O)Nc3ccccc3OC)CC2)cc1 | -7% | 2% | i | 43 | 26% | 1% | 0.0% | -0.1 | 87 | 11% | 12 | 876
COc1cc(OC)cc(C(=O)Oc2ccc(/C=N/Nc3nc4ccccc4s3)cc2OC)c1 | 3% | -1% | i | 50 | 6% | -2% | 0.3% | 8.8 | 58 | 12% | -2 | 593
CCOC(=O)c1c(NC(=O)C2CC2)sc(C)c1CC | 4% | 4% | i | 6 | 9% | -3% | 0.8% | 5.6 | 43 | 11% | -1 | 740
Cc1cccc(OCC(=O)NCC(=O)N/N=C/c2ccc([N+](=O)[O-])cc2)c1 | -6% | 8% | i | 57 | 11% | 10% | 0.9% | 0.1 | 84 | 12% | 0 | 719
O=c1[nH]nc(-c2cccs2)c2ccccc12 | -5% | 4% | i | 58 | 8% | 2% | -0.4% | 0.9 | 58 | 7% | 37 | 724
COc1ccc(N2CCN(C3CCCCC3NS(=O)(=O)c3ccc(Cl)cc3)CC2)cc1 (centres undefined) | -3% | 6% | i | 19 | 9% | -13% | -0.1% | 2.0 | 62 | 9% | -32 | 710
CC(=O)c1c(C(C)=O)c(C)n(-c2nc(-c3ccccc3)c(C)s2)c1C | 2% | -6% | i | 43 | 4% | -3% | 0.2% | -0.1 | 47 | 10% | -10 | 493
CCCCN(CCCC)CCCNC(=O)C12CN(Cc3ccccc3)CC1C(c1cccc([N+](=O)[O-])c1)=NO2 (centres undefined) | -1% | -13% | i | 2 | 7% | -5% | 0.5% | 0.9 | 50 | 8% | -22 | 623
Cc1cc(C(=O)COC(=O)c2ccc(Cl)c(S(N)(=O)=O)c2)c(C)n1CC1CCCO1 (centres undefined) | . | . | i | 46 | 5% | . | . | -1.3 | 60 | -1% | . | .
N#Cc1ccc(NCCc2ccccn2)c([N+](=O)[O-])c1 | -5% | 13% | i | 33 | 5% | -3% | -0.2% | 0.0 | 40 | 6% | 8 | 705
Cc1ccnc(NC(=O)c2c(O)c3ccccc3n(C)c2=O)c1 | 4% | 9% | . | . | . | 28% | -0.4% | . | . | . | . | .
C=CCn1c(Cn2nnc3ccccc32)nnc1SCC(=O)N/N=C/c1cc(Br)cc(OC)c1O | 3% | 4% | i | 33 | 28% | -3% | 0.2% | 0.8 | 65 | -4% | 1 | 755
C=CCn1c(SCC(=O)NCC)nc2sc3c(c2c1=O)CCC3 | -2% | 2% | i | 25 | 8% | 11% | -0.1% | -0.5 | 28 | 6% | 1 | 827
O=C(Nc1ccccc1)OCc1cnc(Cl)s1 | -9% | -7% | i | 13 | 7% | 4% | -0.1% | 2.1 | 31 | 2% | 8 | 703
Cc1ccc(S(=O)(=O)Nc2ccc3c(c2)n(C)c(=O)n3C)cc1 | -11% | 16% | i | 66 | 11% | 0% | -0.1% | 0.6 | 87 | 7% | 5 | 839
CC1CC(C)CN(c2oc(Cc3ccccc3)nc2C#N)C1 (centres undefined) | 3% | 8% | i | 42 | 7% | 5% | -0.1% | 0.7 | 60 | 7% | -14 | 718
CCOc1ccc(-c2nnn(CC(=O)NCc3ccco3)n2)cc1OCC | -3% | 12% | i | 40 | 11% | 9% | 0.2% | 0.0 | 31 | 9% | 2 | 766
Nc1c(Cl)cc(C2=NCCn3nc4cc([N+](=O)[O-])ccc4c32)cc1Cl | . | . | i | 20 | 15% | . | . | -1.7 | 81 | 7% | . | .
NC(=O)c1c(NC(=O)C2CCCO2)sc2c1CCCC2 (centres undefined) | 2% | -1% | i | 41 | 2% | 7% | -0.2% | -0.7 | 67 | 15% | -2 | 672
O=C(NCC1CCCO1)c1cc(-c2ccccc2)nc2ccccc12 (centres undefined) | -4% | -20% | i | 48 | 11% | 13% | 0.4% | -0.8 | 35 | 11% | 5 | 696
COc1ccc(OC)c(NC(=O)CN2C(=O)C3(OCCCO3)c3ccccc32)c1 | -1% | 5% | i | 38 | 22% | 9% | -0.1% | -0.3 | 63 | 3% | 2 | 746
